Screening results (PubChem BioAssay)
L3MBTL1 inh – L3MBTL1 (human) inhibition; AlphaScreen L3MBTL1–H3K9me1 peptide binding; Potency, µM (highest dose often 57.1 µM), inactives show at the highest dose activity, negative = inhibition, hits mostly inhibitors; 230,000 compounds, 0.66% hits; active = well fitted inhibition curve with a large enough effect; note: nearly all actives have a fitted effect of over 60% in size
Target sequence (Q9Y468 whole entry, looked up): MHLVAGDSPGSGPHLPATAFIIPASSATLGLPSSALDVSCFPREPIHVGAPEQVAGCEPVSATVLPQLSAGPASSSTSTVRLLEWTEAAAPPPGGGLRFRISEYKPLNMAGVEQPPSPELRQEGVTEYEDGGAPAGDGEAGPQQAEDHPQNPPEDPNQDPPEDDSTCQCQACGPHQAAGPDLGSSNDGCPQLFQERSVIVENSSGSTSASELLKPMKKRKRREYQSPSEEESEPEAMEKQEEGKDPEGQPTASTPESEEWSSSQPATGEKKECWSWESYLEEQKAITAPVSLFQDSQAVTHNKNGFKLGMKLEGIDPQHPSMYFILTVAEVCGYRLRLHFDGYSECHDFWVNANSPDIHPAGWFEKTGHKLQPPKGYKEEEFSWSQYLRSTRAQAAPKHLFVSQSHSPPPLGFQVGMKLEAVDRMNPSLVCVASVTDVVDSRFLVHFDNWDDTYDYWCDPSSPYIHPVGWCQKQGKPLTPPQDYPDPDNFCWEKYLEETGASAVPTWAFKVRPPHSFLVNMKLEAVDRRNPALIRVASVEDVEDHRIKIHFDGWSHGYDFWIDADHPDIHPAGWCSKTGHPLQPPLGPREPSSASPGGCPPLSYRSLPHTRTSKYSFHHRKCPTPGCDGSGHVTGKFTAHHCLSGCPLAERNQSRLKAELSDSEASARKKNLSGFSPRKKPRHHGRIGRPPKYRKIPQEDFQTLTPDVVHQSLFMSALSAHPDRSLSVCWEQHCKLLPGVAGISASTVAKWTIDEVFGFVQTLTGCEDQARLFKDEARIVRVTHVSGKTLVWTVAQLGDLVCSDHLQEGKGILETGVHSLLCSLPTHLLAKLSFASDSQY
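AlphaScreen assay: L3MBTL1 (50 nM final) was preincubated 30 min at room temperature with biotinylated H3(1-15)K9me1 peptide (75 nM final), then 30 min with library compounds; streptavidin donor and nickel chelate acceptor beads (10 ug/mL final) added, 30 min dark.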
Numbers without * were called inactive; [ ] = another dose, or the depositor's remark. % is set by controls: 0 for no effect and ±100 for the full control effect; potency is the fitted concentration of half-maximal effect. A portion of the library; count on the stated rates, not on these rows.

Results for Clc1ccccc1-c1nnc(-c2cccnc2)o1 ?
L3MBTL1 inh: 1.0%

Results for CC(C)(C)OC(=O)CNC(=O)c1[nH]cnc1C(=O)N[C@@H](CCCCN)C(=O)OC(C)(C)C ?
L3MBTL1 inh: 4.7%

What do the screens show for `Cc1ccc(C)c(NC(=O)CN(C)C(=O)c2ccccc2OCc2ccc(Cl)cc2)c1`?
L3MBTL1 inh: -1.3%

How did COc1ccc(NS(=O)(=O)c2cc(NC(=O)[C@H](C)NC(N)=O)ccc2N2CCCC2)cc1 do in these assays?
L3MBTL1 inh: -8.2%

How did Cc1ccccc1Nc1c(C)c(C)nc2ncnn12 do in these assays?
L3MBTL1 inh: 0.8%[2.29 µM]

How did O=C(Nc1sc2c(c1C(=O)O)CCC2)c1ccccc1F do in these assays?
L3MBTL1 inh: -3.0%

What do the screens show for `O=C(NNC(=O)c1ccccc1-n1cccc1)c1ccc(Cl)nc1`?
L3MBTL1 inh: 0.2%

What do the screens show for `CC(C)C[C@H](NC(=O)c1nc[nH]c1C(=O)N[C@@H](CC(C)C)C(=O)OCc1ccccc1)C(=O)OCc1ccccc1`?
L3MBTL1 inh: -0.8%

What do the screens show for `CCN1C(=O)[C@H]2[C@@H](c3ccc(-c4cccc(Cl)c4)c(OC)c3)N3CCC[C@@]3(C(=O)OC)[C@H]2C1=O`?
L3MBTL1 inh: -8.5%

Results for CCN(CC(=O)Nc1ccc(NC(C)=O)cc1)C(=O)CC1OC(=O)c2ccccc21 (centres undefined) ?
L3MBTL1 inh: -3.5%

What do the screens show for `COc1ccc2c(c1)O[C@@]1(CCCC[C@@H]1C)CC2=O`?
L3MBTL1 inh: 11.2%

How did O=C(CN1C(=O)NC(c2ccccc2)(c2ccccc2)C1=O)NCC(=O)Nc1ccc(F)cc1 do in these assays?
L3MBTL1 inh: 2.9%

Results for Cc1ccc(S(=O)(=O)NC(=O)c2cccc(N(C)C)c2)cc1 ?
L3MBTL1 inh: 0.9%

Results for CCCN(CC(=O)Nc1ccccc1C)C(=O)c1ccc(NC2CC2)c([N+](=O)[O-])c1 ?
L3MBTL1 inh: 6.1%

What do the screens show for `COc1ccc(Nc2nc3cc(C)ccc3cc2C#N)cc1`?
L3MBTL1 inh: 13.3%

Results for Cc1ccc(C)c(OCC(=O)NCC2COc3ccccc3O2)c1 (centres undefined) ?
L3MBTL1 inh: 6.7%

Results for CN(CC(=O)Nc1ccc(N2CCOCC2)cc1)C(=O)CSc1ccc(F)cc1 ?
L3MBTL1 inh: -0.6%

How did CCCCC1(C(=O)OCC)NC(c2ccc(O)cc2)C2C(=O)N(c3ccccc3)C(=O)C21 (centres undefined) do in these assays?
L3MBTL1 inh: 1.8%

What do the screens show for `CCCCCC(=O)Nc1ccc(C(=O)COC(=O)CN2C(=O)NC3(CCCC3)C2=O)cc1`?
L3MBTL1 inh: 5.1%

What do the screens show for `O=C(c1cc(C2CC2)nn1-c1ccccc1)N1CCN(S(=O)(=O)c2c(F)cccc2F)CC1`?
L3MBTL1 inh: -6.4%

Results for CC(C)CCOc1ccc(C2(C)NC(=O)NC2=O)cc1 (centres undefined) ?
L3MBTL1 inh: 3.5%

How did COc1cccc(COC(=O)C2CCN(S(=O)(=O)c3ccc(F)cc3)CC2)c1OC do in these assays?
L3MBTL1 inh: 6.2%

What do the screens show for `CCC(CC)N1CCN(S(=O)(=O)c2ccc(OC)cc2)CC1`?
L3MBTL1 inh: 2.9%

What do the screens show for `COC(=O)C1=CO[C@@H](O)C2C(CO)=CCC12` (some centres undefined)?
L3MBTL1 inh: -22.6%

What do the screens show for `NC(=O)c1ccsc1NC(=O)COC(=O)c1ccccc1F`?
L3MBTL1 inh: -7.4%

What do the screens show for `O=C(COc1ccccc1Cc1ccccc1)Nc1cccc(S(=O)(=O)N2CCOCC2)c1`?
L3MBTL1 inh: 3.3%

How did COc1ccc(NS(=O)(=O)c2cccc(C(=O)Nc3ccccc3C(=O)O)c2)cc1 do in these assays?
L3MBTL1 inh: -0.6%

Results for COc1ccc(N2CCN(CC(=O)Nc3cc(C)cc(C)c3)CC2)cc1 ?
L3MBTL1 inh: -28.8%

How did Cc1ccc(NC(=O)C2CCN(S(=O)(=O)c3ccc4[nH]c(=O)ccc4c3)CC2)c(C)c1 do in these assays?
L3MBTL1 inh: 7.2%

What do the screens show for `O=[N+]([O-])c1ccccc1S(=O)(=O)N1CCN(c2ccc(F)cc2)CC1`?
L3MBTL1 inh: -2.8%

Results for O=C(O)c1ccc(S(=O)(=O)N(Cc2ccc(F)cc2)C2CCCCC2)cc1 ?
L3MBTL1 inh: -1.0%

What do the screens show for `CCOc1cc(C(=S)N2CCOCC2)ccc1OS(=O)(=O)c1ccc(Br)cc1`?
L3MBTL1 inh: -5.7%

How did COc1ccc(C(N)c2nccc3cc(OC)c(OC)cc23)cc1OC (centres undefined) do in these assays?
L3MBTL1 inh: 28.2µM*

What do the screens show for `COc1ccc(S(=O)(=O)N2CCCCC2)cc1NC(=O)CCNC(=O)c1ccc(Cl)cc1`?
L3MBTL1 inh: 6.3%

What do the screens show for `CCCOc1ccc(C(=O)NNC(=O)c2cccc(S(=O)(=O)N3CCN(C(C)=O)CC3)c2)cc1OC`?
L3MBTL1 inh: -3.3%

How did COc1ccc2sc(N(CCCN(C)C)C(=O)c3ccc(S(=O)(=O)N4CCCc5ccccc54)cc3)nc2c1 do in these assays?
L3MBTL1 inh: -20.7%

What do the screens show for `COc1ccccc1C(=O)NCCC(=O)OCC(=O)Nc1ccc(S(N)(=O)=O)cc1`?
L3MBTL1 inh: 8.4%

How did Clc1ccc(CN2CCSCC2)cc1Cl do in these assays?
L3MBTL1 inh: 4.1%

How did CC(=O)c1cn(CCOc2cc(C)ccc2C)c2ccccc12 do in these assays?
L3MBTL1 inh: 6.5%

What do the screens show for `CCOC(=O)c1c(C)[nH]c(C(=O)OCC(=O)c2ccc(OC)cc2OC)c1C`?
L3MBTL1 inh: -11.5%

What do the screens show for `Cc1ccccc1OCCn1c(C)nc2ccccc21`?
L3MBTL1 inh: -2.4%

What do the screens show for `CCOc1cc(C(=O)Nc2ccccc2N2CCOCC2)ccc1OCC(=O)N1CCOCC1`?
L3MBTL1 inh: 6.4%

What do the screens show for `O=c1oc(-c2ccc(O)c(O)c2)cc2cccc(O)c12`?
L3MBTL1 inh: -15.4%

Results for CC(C)(C)OC(=O)N1CCC(CC2CC(c3ccc(Cl)cc3)=NO2)(C(=O)NCC2CCCCC2)CC1 (centres undefined) ?
L3MBTL1 inh: -7.9%

How did CCN1CCN(c2ccc(NC(=O)COc3ccc(Cl)cc3C)cc2)CC1 do in these assays?
L3MBTL1 inh: -5.6%

How did CC1CCCC(NC(=O)COC(=O)c2cccc(S(=O)(=O)N3CCCCC3)c2)C1C (centres undefined) do in these assays?
L3MBTL1 inh: 6.5%

How did CCCC[C@@H](CNC)NC[C@H](Cc1ccc(O)cc1)NCCc1ccc(OCC)cc1 do in these assays?
L3MBTL1 inh: -6.1%

Results for COc1cccc(C(=O)NCCS(=O)(=O)NCc2ccc(Cl)cc2)c1 ?
L3MBTL1 inh: -4.0%

What do the screens show for `COc1ccc(-n2nnnc2CNC(=O)C(=O)c2c[nH]c3ccccc23)cc1`?
L3MBTL1 inh: -1.9%

Results for CCc1noc(C)c1C(=O)OCC(=O)N(CC)c1c(N)n(Cc2ccccc2)c(=O)[nH]c1=O ?
L3MBTL1 inh: 6.8%

Results for Cc1ccc2c(c1)[C@H]1[C@H](CO2)[C@H](c2ccccc2)[C@]2(C)C(=O)N(Cc3ccc(F)cc3)CC(=O)N12 ?
L3MBTL1 inh: -3.0%

What do the screens show for `Cc1ccc(S(=O)(=O)N2CCN(C(=O)COC(=O)CSc3ccc(C)c(C)c3)CC2)c(C)c1`?
L3MBTL1 inh: 1.3%

How did C[C@H]1CN([C@@H](C)CO)C(=O)c2cccc(NS(=O)(=O)c3ccc(F)cc3)c2O[C@H]1CN(C)S(=O)(=O)c1cn(C)cn1 do in these assays?
L3MBTL1 inh: 3.5%

What do the screens show for `O=C(COc1ccc([N+](=O)[O-])cc1)Nc1ccccc1C(=O)NC1CC1`?
L3MBTL1 inh: 0.8%

Results for CN(C)S(=O)(=O)c1ccc(C(=O)OCC(=O)Nc2ccc3c(c2)OCO3)cc1 ?
L3MBTL1 inh: -0.4%

How did Cc1ccc(S(=O)(=O)N[C@H](C(=O)OCC(=O)NC(=O)NCc2ccco2)C(C)C)cc1 do in these assays?
L3MBTL1 inh: -40.2%

Results for CC(C)CN(C(=O)COC(=O)CCc1c[nH]c2ccccc12)c1c(N)n(Cc2ccccc2)c(=O)[nH]c1=O ?
L3MBTL1 inh: -4.9%

How did O=C(NCC1CCCCC1)C1(CC2CC(c3ccc(Cl)cc3)=NO2)CCNCC1 (centres undefined) do in these assays?
L3MBTL1 inh: 2.6%

What do the screens show for `CCN(C(=O)C(C)Sc1nnc(-c2ccncc2)n1C)C1CCCCC1` (centres undefined)?
L3MBTL1 inh: 0.3%

Results for Cc1ccsc1CN(C)C(=O)CN1C(=O)NC2(CCCCC2C)C1=O (centres undefined) ?
L3MBTL1 inh: 0.0%

What do the screens show for `CN(CC(=O)Nc1ccc(F)cc1)C(=O)c1cc2c(s1)CCCCC2`?
L3MBTL1 inh: 8.0%

What do the screens show for `CC1CC1C(=O)OCC(=O)NC(=O)c1ccccc1` (centres undefined)?
L3MBTL1 inh: -3.4%

Results for Cc1cccc(C(=O)Nc2ccc(C(=O)/C=C/c3ccncc3)cc2)c1 ?
L3MBTL1 inh: -4.4%

What do the screens show for `CNC(=O)c1c(NC(=O)CCS(=O)(=O)c2ccc(C)cc2)sc2c1CCN(C(=O)OC)C2`?
L3MBTL1 inh: 8.9%

Results for Cc1cc(C)c(C(=O)CSc2nc(C)cc(=O)[nH]2)c(C)c1 ?
L3MBTL1 inh: -2.0%

Results for CCOc1ccc(S(=O)(=O)N2CCCCC2)cc1NC(=O)c1cccnc1OCC ?
L3MBTL1 inh: 5.0%

How did Cc1ccc(CN2CC(=O)N3[C@H]4c5ccccc5OC[C@@H]4[C@H](c4ccccc4)[C@]3(C)C2=O)cc1 do in these assays?
L3MBTL1 inh: -7.7%

How did CS(=O)(=O)N(Cc1ccccc1Cl)c1ccc(C(=O)N2CCCC2)cc1 do in these assays?
L3MBTL1 inh: 3.5%

What do the screens show for `CC1(c2cccc(Br)c2)NC(=O)N(CC(=O)c2ccc3c(c2)OCCO3)C1=O` (centres undefined)?
L3MBTL1 inh: -2.5%

What do the screens show for `Cc1cccc(C(=O)NCC(=O)NNC(=O)c2ccccc2O)c1`?
L3MBTL1 inh: -3.1%

What do the screens show for `COc1ccc(CNC(=O)C2CC(O)CN2C(=O)Nc2ccccc2)cc1` (centres undefined)?
L3MBTL1 inh: 3.7%

Results for CCCc1sc(C(=O)Nc2nnc(C3CC3)s2)cc1CC ?
L3MBTL1 inh: 9.5%

How did CCC1CCCCN1CC(=O)Nc1ccc2c(c1)OCCO2 (centres undefined) do in these assays?
L3MBTL1 inh: 5.0%

Results for C[C@H](O)Cc1cc2ccccc2c(=O)o1 ?
L3MBTL1 inh: 9.5%

How did Cc1ccc(-c2csc(N(CCO)CCCn3c(C(F)(F)F)nc4ccccc43)n2)cc1 do in these assays?
L3MBTL1 inh: -20.1%

How did O=C(CCS(=O)(=O)c1ccccc1)N(CCCN1CCOCC1)c1nc2c(F)cccc2s1 do in these assays?
L3MBTL1 inh: -8.2%

How did Cc1ccc(CNC(=O)C2CC(=O)N(C3CCCC3)C2)cc1 (centres undefined) do in these assays?
L3MBTL1 inh: 5.1%

How did CN(CC(=O)Nc1cccc(F)c1)CC(=O)Nc1cccc(S(=O)(=O)N2CCCCC2)c1 do in these assays?
L3MBTL1 inh: -5.3%

How did O=C(/C=C/c1ccc2c(c1)OCO2)N1CCCCC1 do in these assays?
L3MBTL1 inh: 4.9%

How did COc1cc(C(C)=O)ccc1OCC(=O)Nc1cc(Cl)ccc1-n1cncn1 do in these assays?
L3MBTL1 inh: 3.0%

Arranged by number of heavy atoms (rising): seven of the compounds above.
How did Clc1ccc(CN2CCSCC2)cc1Cl do in these assays?
L3MBTL1 inh: 4.1%

Results for Cc1cc(C)c(C(=O)CSc2nc(C)cc(=O)[nH]2)c(C)c1 ?
L3MBTL1 inh: -2.0%

What do the screens show for `O=C(NNC(=O)c1ccccc1-n1cccc1)c1ccc(Cl)nc1`?
L3MBTL1 inh: 0.2%

Results for COc1cccc(C(=O)NCCS(=O)(=O)NCc2ccc(Cl)cc2)c1 ?
L3MBTL1 inh: -4.0%

How did CCCC[C@@H](CNC)NC[C@H](Cc1ccc(O)cc1)NCCc1ccc(OCC)cc1 do in these assays?
L3MBTL1 inh: -6.1%

How did CCCCC1(C(=O)OCC)NC(c2ccc(O)cc2)C2C(=O)N(c3ccccc3)C(=O)C21 (centres undefined) do in these assays?
L3MBTL1 inh: 1.8%

What do the screens show for `O=C(c1cc(C2CC2)nn1-c1ccccc1)N1CCN(S(=O)(=O)c2c(F)cccc2F)CC1`?
L3MBTL1 inh: -6.4%

Further entries
Results for CN(Cc1nc2ccccc2n1C)c1ccccc1 ?
L3MBTL1 inh: -3.4%

How did CCN(C(=O)COC(=O)C1CCN(S(=O)(=O)c2ccc(C)c(C)c2)CC1)C1CCS(=O)(=O)C1 (centres undefined) do in these assays?
L3MBTL1 inh: 4.0%

Results for O=C(COC(=O)C1CC2CCCC(C1)C2=O)Nc1nc(-c2ccc(F)c(F)c2)cs1 (centres undefined) ?
L3MBTL1 inh: -1.4%

How did COc1ccc(OCC(O)CN2CC(C)OC(C)C2)cc1 (centres undefined) do in these assays?
L3MBTL1 inh: 53.4%[activator]
